Source: PubChem BioAssay
INS-1E rescue: INS-1E beta cell protection from cytokine death | INS-1E cytokine-induced death, ATP luminescence, 48 h; normalised: neutral wells 0, positive control 100 | protection from cytokine-induced ATP loss, % at 10 µM | 20,000 compounds, 0.1% hits | AID 488910;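 active means mean replicate protection from cytokine-induced ATP loss at least 50% and at least 75% of replicates each reaching 50%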
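Assay system: INS-1E rat insulinoma cells. Amount: 8000 cells per well. Medium: phenol-red-free RPMI with 5% fetal bovine serum. Reagent: IL-1β, TNF-α and IFN-γ cytokine mix. Doses: one compound concentration, pin transfer. Schedule: 48 h co-treatment, 10 min post-lysis read. Detection: CellTiter-Glo luminescence measuring cellular ATP.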
T cruzi intra: inhibitors of intracellular Trypanosoma cruzi; intracellular Trypanosoma cruzi in host cells, plate reader; activity score (inhibition), % at 5.01 µM; 22,000 compounds, 4.9% hits; AID 651903; in the data active means activity score above about 55%;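 further: parasites and compound incubated about four days before reading; 0% = median of neutral control wells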
* hit, by the source's call; . = not tested or not shown. This is a subset; count on the stated rates, not on these rows.

SMILES	INS-1E rescue	T cruzi intra
COc1ccc(S(=O)(=O)N(C)C[C@H]2Oc3c(NC(=O)NC(C)C)cccc3C(=O)N([C@@H](C)CO)C[C@@H]2C)cc1	3	-4
O=C(CCCCC(=O)N/N=C\c1ccc2ccccc2n1)NO	10	18
Cc1ccc(S(=O)(=O)Nc2ccc3c(c2)C(=O)N([C@@H](C)CO)C[C@@H](C)[C@H](CN(C)CC2CC2)O3)cc1	-4	-17
COc1ccc(NC(=O)Nc2cccc3c2O[C@H](CN(C)C)[C@H](C)CN([C@@H](C)CO)C3=O)cc1	-3	-47
C[C@@H]1CN([C@H](C)CO)C(=O)c2cc(NC(=O)CCCCCC(=O)Nc3ccccc3N)ccc2O[C@H]1CN(C)C(=O)NC1CCCCC1	9	-10
C[C@@H]1CN([C@@H](C)CO)C(=O)c2cccc(NS(=O)(=O)c3cccs3)c2O[C@H]1CN(C)Cc1ccc(C(=O)Nc2ccccc2N)cc1	0	41
C[C@H]1CN([C@@H](C)CO)C(=O)c2cccc(NC(=O)CCCCCC(=O)Nc3ccccc3N)c2O[C@@H]1CN(C)S(=O)(=O)c1ccc(Cl)cc1	2	35
C[C@@H]1CN([C@H](C)CO)C(=O)c2cc(NC(=O)Nc3ccc(C(F)(F)F)cc3)ccc2O[C@@H]1CN(C)Cc1ccc(Cl)c(Cl)c1	-4	23
CC(C)NC(=O)Nc1ccc2c(c1)C(=O)N([C@H](C)CO)C[C@@H](C)[C@@H](CN(C)S(=O)(=O)c1ccccc1)O2	6	-8
COc1ccc(O)c(/C=N/NC(=O)c2cccc(C(=O)NO)c2)c1	-10	-17
COc1ccc(S(=O)(=O)N(C)C[C@@H]2Oc3c(NS(=O)(=O)c4cn(C)cn4)cccc3C(=O)N([C@H](C)CO)C[C@@H]2C)cc1	2	-4
C[C@@H]1CCCCO[C@@H](CN(C)Cc2ccccc2)[C@@H](C)CN([C@H](C)CO)C(=O)c2cc(NC(=O)Nc3ccc(F)cc3)ccc2O1	-13	62*
C[C@@H]1CN([C@@H](C)CO)C(=O)c2cc(NC(=O)C3CCCCC3)ccc2O[C@H]1CN(C)Cc1ccc2c(c1)OCO2	.	-2
COc1ccc(NC(=O)N(C)C[C@H]2Oc3ccc(NS(=O)(=O)c4cccs4)cc3CC(=O)N([C@@H](C)CO)C[C@@H]2C)cc1	2	-17
COc1ccc(NC(=O)N(C)C[C@H]2Oc3ccc(NC(=O)Cn4cnnn4)cc3CC(=O)N([C@H](C)CO)C[C@H]2C)cc1	-3	-15
Cc1noc(C)c1NC(=O)N(C)C[C@@H]1Oc2ccc(N(C)C)cc2C(=O)N([C@H](C)CO)C[C@@H]1C	6	-3
Cc1noc(C)c1S(=O)(=O)N(C)C[C@H]1OCc2cn(nn2)CCCC(=O)N([C@H](C)CO)C[C@H]1C	.	-6
C[C@@H]1CN([C@H](C)CO)C(=O)c2cc(NS(=O)(=O)c3ccc(F)cc3)ccc2O[C@@H]1CN(C)Cc1ccncc1	2	-9
C[C@H]1CN([C@@H](C)CO)C(=O)Cc2cc(NC(=O)C3CC3)ccc2O[C@H]1CN(C)CC1CCCCC1	-12	-58
C[C@@H]1CN([C@H](C)CO)C(=O)Cc2cc(NC(=O)C3CC3)ccc2O[C@H]1CN(C)C(=O)Nc1ccc2c(c1)OCO2	5	-2

10 compounds already listed, ordered by molar mass, rising.
SMILES	INS-1E rescue	T cruzi intra
O=C(CCCCC(=O)N/N=C\c1ccc2ccccc2n1)NO	10	18
COc1ccc(O)c(/C=N/NC(=O)c2cccc(C(=O)NO)c2)c1	-10	-17
Cc1noc(C)c1NC(=O)N(C)C[C@@H]1Oc2ccc(N(C)C)cc2C(=O)N([C@H](C)CO)C[C@@H]1C	6	-3
C[C@H]1CN([C@@H](C)CO)C(=O)Cc2cc(NC(=O)C3CC3)ccc2O[C@H]1CN(C)CC1CCCCC1	-12	-58
Cc1ccc(S(=O)(=O)Nc2ccc3c(c2)C(=O)N([C@@H](C)CO)C[C@@H](C)[C@H](CN(C)CC2CC2)O3)cc1	-4	-17
C[C@@H]1CN([C@H](C)CO)C(=O)c2cc(NS(=O)(=O)c3ccc(F)cc3)ccc2O[C@@H]1CN(C)Cc1ccncc1	2	-9
COc1ccc(S(=O)(=O)N(C)C[C@H]2Oc3c(NC(=O)NC(C)C)cccc3C(=O)N([C@@H](C)CO)C[C@@H]2C)cc1	3	-4
C[C@@H]1CCCCO[C@@H](CN(C)Cc2ccccc2)[C@@H](C)CN([C@H](C)CO)C(=O)c2cc(NC(=O)Nc3ccc(F)cc3)ccc2O1	-13	62*
C[C@@H]1CN([C@H](C)CO)C(=O)c2cc(NC(=O)CCCCCC(=O)Nc3ccccc3N)ccc2O[C@H]1CN(C)C(=O)NC1CCCCC1	9	-10
C[C@H]1CN([C@@H](C)CO)C(=O)c2cccc(NC(=O)CCCCCC(=O)Nc3ccccc3N)c2O[C@@H]1CN(C)S(=O)(=O)c1ccc(Cl)cc1	2	35

The list continues:
SMILES	INS-1E rescue	T cruzi intra
C[C@@H]1CN([C@@H](C)CO)C(=O)Cc2cc(NC(=O)Cc3ccccc3)ccc2O[C@@H]1CN(C)Cc1ccc(C(F)(F)F)cc1	-21	39
C[C@@H]1CN([C@@H](C)CO)C(=O)Cc2cc(NC(=O)CCC(F)(F)F)ccc2O[C@@H]1CN(C)C(=O)NC1CCCCC1	2	10
C[C@H]1CN([C@@H](C)CO)C(=O)Cc2cc(NS(=O)(=O)c3cccs3)ccc2O[C@H]1CN(C)C(=O)Nc1ccc2c(c1)OCO2	-5	3
O=C(CCCCCC(=O)Nc1ccccc1O)N/N=C/c1ccccc1OCCO	8	-12
C[C@H](CO)N1C[C@H](C)[C@@H](CN(C)Cc2ccc(Oc3ccccc3)cc2)OCc2cnnn2CCCC1=O	.	83*
Cc1ccc(S(=O)(=O)Nc2ccc3c(c2)CC(=O)N([C@H](C)CO)C[C@@H](C)[C@H](CN(C)Cc2ccccc2)O3)cc1	0	67*
Cc1ccc(S(=O)(=O)Nc2ccc3c(c2)C(=O)N([C@@H](C)CO)C[C@@H](C)[C@@H](CN(C)Cc2ccc(Oc4ccccc4)cc2)O3)cc1	-30	22
C[C@H](CO)N1C[C@H](C)[C@@H](CN(C)C(=O)Nc2ccccc2)Oc2ccc(NC(=O)C3CCCCC3)cc2C1=O	-6	-13
C[C@@H]1CN([C@@H](C)CO)C(=O)c2cc(NC(=O)Nc3cccc4ccccc34)ccc2O[C@@H]1CN(C)S(C)(=O)=O	1	21
C[C@H]1CN([C@@H](C)CO)C(=O)Cc2cc(NC(=O)C3CC3)ccc2O[C@@H]1CN(C)S(=O)(=O)c1ccccc1	12	-2
C[C@H](CO)N1C[C@H](C)[C@H](CN(C)S(=O)(=O)c2ccc(F)cc2)Oc2ccc(N(C)C)cc2C1=O	1	-5
CCCN(C)C[C@H]1OCCCC[C@@H](C)Oc2ccc(NC(=O)Nc3c(C)noc3C)cc2C(=O)N([C@H](C)CO)C[C@@H]1C	6	-11
C[C@@H]1CN([C@H](C)CO)C(=O)c2cc(NC(=O)Nc3ccc4c(c3)OCO4)ccc2O[C@H]1CN(C)C(=O)Nc1ccc2c(c1)OCO2	5	-10
CC(C)NC(=O)Nc1ccc2c(c1)C(=O)N([C@@H](C)CO)C[C@H](C)[C@@H](CN(C)Cc1ccc(Oc3ccccc3)cc1)O2	-8	-17
Cc1noc(C)c1S(=O)(=O)Nc1ccc2c(c1)CC(=O)N([C@@H](C)CO)C[C@@H](C)[C@@H](CN(C)Cc1ccc(-c3ccccc3)cc1)O2	-58	51
CC(C)NC(=O)N(C)C[C@H]1Oc2c(NS(=O)(=O)c3ccccc3)cccc2C(=O)N([C@H](C)CO)C[C@@H]1C	11	-17
Cc1ccc(S(=O)(=O)N(C)C[C@H]2Oc3c(NC(=O)c4cc(C)nn4C)cccc3C(=O)N([C@@H](C)CO)C[C@@H]2C)cc1	3	0
Cc1ccc(S(=O)(=O)N(C)C[C@@H]2OCCCC[C@@H](C)Oc3ccc(NS(=O)(=O)c4ccccc4)cc3C(=O)N([C@H](C)CO)C[C@@H]2C)cc1	-5	14
C[C@H]1CN([C@@H](C)CO)C(=O)Cc2cc(NS(=O)(=O)c3ccc(Cl)cc3)ccc2O[C@H]1CN(C)S(=O)(=O)c1cccs1	3	-4
Cc1noc(C)c1NC(=O)N(C)C[C@@H]1Oc2ccc(NS(C)(=O)=O)cc2C(=O)N([C@@H](C)CO)C[C@@H]1C	2	-12
C[C@H](CO)N1C[C@H](C)[C@H](CN(C)Cc2ccc(-c3ccccc3)cc2)Oc2ccc(NC(=O)NC3CCCCC3)cc2C1=O	-46	2
COc1ccc(S(=O)(=O)N(C)C[C@H]2Oc3c(NS(=O)(=O)c4ccccc4)cccc3C(=O)N([C@@H](C)CO)C[C@@H]2C)cc1	-2	5
Cc1ccc(S(=O)(=O)Nc2ccc3c(c2)C(=O)N([C@H](C)CO)C[C@H](C)[C@H](CN(C)C(=O)Nc2ccc(C(F)(F)F)cc2)OCCCC[C@@H](C)O3)cc1	-9	63*
CC(C)NC(=O)Nc1cccc2c1O[C@H](CN(C)C(=O)Nc1ccc3c(c1)OCO3)[C@H](C)CN([C@@H](C)CO)C2=O	12	-11
C[C@H]1CN([C@@H](C)CO)C(=O)c2cc(NC(=O)c3ccncc3)ccc2O[C@H]1CN(C)S(=O)(=O)c1cn(C)cn1	-2	-14
C[C@H]1CN([C@@H](C)CO)C(=O)c2cc(NS(=O)(=O)c3cccs3)ccc2O[C@@H]1CN(C)Cc1ccc2c(c1)OCO2	-3	13
C[C@@H]1CN([C@H](C)CO)C(=O)CCCn2cc(nn2)CO[C@@H]1CN(C)Cc1ccncc1	.	-18
COc1ccc(S(=O)(=O)Nc2cccc3c2O[C@H](CN(C)Cc2ccc(C(F)(F)F)cc2)[C@@H](C)CN([C@H](C)CO)C3=O)cc1	10	21
COc1ccc(CN(C)C[C@@H]2Oc3ccc(NS(=O)(=O)c4ccc(OC)cc4)cc3C(=O)N([C@H](C)CO)C[C@@H]2C)cc1	5	-24
C[C@@H]1CN([C@@H](C)CO)C(=O)c2cccc(NS(=O)(=O)c3ccc(F)cc3)c2O[C@@H]1CN(C)C(=O)NC1CCCCC1	-9	26
C[C@@H]1CN([C@H](C)CO)C(=O)CCCn2cc(nn2)CO[C@H]1CN(C)Cc1ccccc1C(=O)O	.	-10
Cc1noc(C)c1NC(=O)N(C)C[C@@H]1Oc2c(NS(=O)(=O)c3ccc(F)cc3)cccc2C(=O)N([C@H](C)CO)C[C@@H]1C	3	4
C[C@@H]1CN([C@H](C)CO)C(=O)c2cc(NC(=O)Nc3cccc4ccccc34)ccc2O[C@H]1CN(C)C(=O)Nc1ccc(C(F)(F)F)cc1	1	18
Cc1ccccc1CN(C)C[C@@H]1OCc2cnnn2CCCC(=O)N([C@@H](C)CO)C[C@H]1C	.	6
Cc1cc(C(=O)Nc2cccc3c2O[C@@H](CN(C)Cc2ccc(C(=O)Nc4ccccc4N)cc2)[C@H](C)CN([C@H](C)CO)C3=O)n(C)n1	2	34
C[C@H]1CN([C@@H](C)CO)C(=O)Cc2cc(N(C)C)ccc2O[C@H]1CN(C)Cc1ccc2c(c1)OCO2	-1	4
C[C@@H]1CN([C@H](C)CO)C(=O)Cc2cc(NC(=O)Nc3ccc(C(F)(F)F)cc3)ccc2O[C@H]1CN(C)S(=O)(=O)c1cccs1	-2	7
CNC[C@H]1Oc2c(NC(=O)NC(C)C)cccc2C(=O)N([C@H](C)CO)C[C@@H]1C	3	28
Cc1ccc(S(=O)(=O)Nc2cccc3c2O[C@@H](CN(C)CC2CC2)[C@@H](C)CN([C@H](C)CO)C3=O)cc1	3	-14
C[C@@H]1CN([C@H](C)CO)C(=O)c2cccc(NC(=O)Nc3ccc(C(F)(F)F)cc3)c2O[C@H]1CN(C)C(=O)Nc1ccccc1	-9	-33
C[C@@H]1CN([C@@H](C)CO)C(=O)c2cccc(NC(=O)c3ccc(-c4nccs4)cc3)c2O[C@@H]1CN(C)Cc1ccc(-c2ccccc2)cc1	-27	46
C[C@H]1CN([C@@H](C)CO)C(=O)c2cccc(NC(=O)Nc3ccc4c(c3)OCO4)c2O[C@@H]1CN(C)CC1CC1	-11	4
C[C@H](CO)N1C[C@H](C)[C@H](CN(C)C(=O)Nc2ccc(F)cc2)Oc2ccc(NS(C)(=O)=O)cc2CC1=O	-2	-9
COc1ccc(S(=O)(=O)Nc2ccc3c(c2)C(=O)N([C@H](C)CO)C[C@H](C)[C@@H](CN(C)C)O3)cc1	9	-13
COC(=O)CCCCCCC(=O)N/N=C/c1nccs1	16	-30
C[C@@H]1CN([C@H](C)CO)C(=O)c2cccc(NS(=O)(=O)c3ccccc3)c2O[C@@H]1CN(C)Cc1ccc(C(=O)O)cc1	2	-9
Cc1cc(C(=O)Nc2cccc3c2O[C@@H](CN(C)Cc2ccc(Oc4ccccc4)cc2)[C@H](C)CN([C@H](C)CO)C3=O)n(C)n1	-14	50
Cc1noc(C)c1NC(=O)N(C)C[C@H]1Oc2ccc(NC(=O)Cn3cnnn3)cc2CC(=O)N([C@H](C)CO)C[C@H]1C	4	-11
COc1ccc(S(=O)(=O)Nc2ccc3c(c2)C(=O)N([C@@H](C)CO)C[C@H](C)[C@H](CN(C)C(=O)Nc2ccc(C(F)(F)F)cc2)O3)cc1	.	-4
C[C@@H]1CN([C@H](C)CO)C(=O)c2cccc(NC(=O)c3nc4ccccc4s3)c2O[C@@H]1CN(C)Cc1ccc(-c2ccccc2)cc1	-33	34
O=C(O)CCCCCC(=O)N/N=C/c1ccccc1Cl	3	-1
COc1ccc(S(=O)(=O)Nc2ccc3c(c2)C(=O)N([C@H](C)CO)C[C@H](C)[C@@H](CN(C)S(=O)(=O)c2ccc(OC)cc2)O3)cc1	3	5
